Bioassay records: PubChem BioAssay, several laboratories
TLR4-MyD88 BLA: blocks binding of human TLR4 to MyD88. O00206+Q99836. HeLa CL3-4 TLR4/MyD88 BLA complementation, FRET ratio. inhibition, % at 8.4 µM. 0.18% of 200,000 active. AID 861; in the data active = inhibition above about 25%;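 note: 0% = vehicle and 100% = reference inhibitor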
Target sequence (O00206 whole entry, looked up): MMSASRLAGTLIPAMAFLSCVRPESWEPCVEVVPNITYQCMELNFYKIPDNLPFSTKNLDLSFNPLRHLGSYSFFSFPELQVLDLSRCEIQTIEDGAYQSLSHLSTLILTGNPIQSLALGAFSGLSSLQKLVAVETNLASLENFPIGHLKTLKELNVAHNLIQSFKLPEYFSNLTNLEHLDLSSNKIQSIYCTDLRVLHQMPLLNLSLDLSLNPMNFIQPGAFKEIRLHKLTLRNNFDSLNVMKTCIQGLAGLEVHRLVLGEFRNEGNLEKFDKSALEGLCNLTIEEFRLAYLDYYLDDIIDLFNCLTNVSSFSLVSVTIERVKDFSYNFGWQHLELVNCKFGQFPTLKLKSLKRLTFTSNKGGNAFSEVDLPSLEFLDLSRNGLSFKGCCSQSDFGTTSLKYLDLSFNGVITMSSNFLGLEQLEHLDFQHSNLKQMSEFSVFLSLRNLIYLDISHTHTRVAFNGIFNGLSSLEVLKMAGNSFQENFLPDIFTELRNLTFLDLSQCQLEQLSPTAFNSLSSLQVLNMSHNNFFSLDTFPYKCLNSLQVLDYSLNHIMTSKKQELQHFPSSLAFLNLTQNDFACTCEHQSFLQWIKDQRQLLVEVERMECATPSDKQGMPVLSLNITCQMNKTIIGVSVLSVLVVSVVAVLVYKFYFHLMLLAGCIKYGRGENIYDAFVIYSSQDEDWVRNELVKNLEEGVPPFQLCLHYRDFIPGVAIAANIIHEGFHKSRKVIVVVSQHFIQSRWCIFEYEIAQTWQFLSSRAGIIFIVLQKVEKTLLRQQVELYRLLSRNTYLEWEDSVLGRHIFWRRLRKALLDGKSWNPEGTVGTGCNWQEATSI
Target sequence (Q99836 whole entry, looked up): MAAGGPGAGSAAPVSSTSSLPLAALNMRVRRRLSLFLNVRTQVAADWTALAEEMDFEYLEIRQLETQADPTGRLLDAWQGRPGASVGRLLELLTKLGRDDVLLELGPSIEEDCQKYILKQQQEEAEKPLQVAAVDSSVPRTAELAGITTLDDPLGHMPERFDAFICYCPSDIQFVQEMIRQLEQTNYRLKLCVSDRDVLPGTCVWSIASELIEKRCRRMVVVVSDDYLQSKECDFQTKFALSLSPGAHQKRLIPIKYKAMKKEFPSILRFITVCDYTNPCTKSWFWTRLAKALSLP
APP 5UTR inh: APP translation inhibition | SH-SY5Y APP 5'UTR-luciferase reporter, luminescence | inhibition, % at 2 µM | 0.82% of 190,000 active | AID 1285;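 active = inhibition above a set limit, derived from the sample mean plus 3 SD, cut at about 45% in these data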; note: values of inactives mirror those of a sister screen read the other way
STAT1 inh: inhibitors of IFN-gamma induced STAT1 signaling. NIH 3T3 STAT1-luciferase reporter, luminescence. inhibition, % at 5.5 µM. 0.35% of 200,000 active. AID 920;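 active = inhibition above a set limit, the mean inhibition across all tested compounds plus 3 SD, cut at about 34% in these data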;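 note: 0% = IFN-gamma with DMSO and 100% = IFN-gamma with 300 µM nifuroxazide; values of inactives mirror those of a sister screen read the other way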
Diaphorase inh: inhibits diaphorase or chemically oxidizes, flagging diaphorase assay artifacts | diaphorase resazurin-to-resorufin fluorescence, NADH, 16 min; bacterial (C. kluyveri) enzyme, not human | AID 1217 | inhibition, % at 20 µM | 0.69% of 190,000 active;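 active = primary screen inhibition at 20 µM above a set limit, cut at about 50% in these data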;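 note: plate controls were DMSO with full reaction for no effect and wells lacking NADH for full effect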
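System: Diaphorase enzyme from Clostridium kluyveri | Amount: Enzyme working solution with 0.14 U/mL diaphorase | Benchmarks: No-NADH positive control and DMSO neutral control | Signal: Fluorescence of resorufin formed from resazurin, Ex 544/Em 590 nm | Schedule: 16-min room-temperature incubation before reading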
STAT3 activator: STAT3 signaling activation | 0.91% of 190,000 active | activation (% of control), % at 5.6 µM | U3A cells, IL-6 STAT3-luciferase reporter, luminescence; 100% = signal with IL-6 EC80 alone | AID 871;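 active = activation above the screen-wide mean of compound activation plus 3 SD, cut at about 130% in these data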;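 note: 0% = background luminescence of wells with medium and substrate only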
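System – human U3A cells carrying STAT3-luciferase construct · Probe or stimulus – Interleukin-6, 33 ng/mL · Schedule – compound 1 h, then IL-6 6 h at 37 °C · Signal – luminescence from STAT3-driven luciferase reporter · Evaluation – percent of IL-6-only median luminescence · Benchmarks – IL-6-only high control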
Hsp70 activator: Hsp70 transcriptional activation, primary screen; HeLa Hsp70 promoter luciferase reporter, luminescence; scaled: vehicle 0, proteasome-inhibitor control 100%; activation, % at 10 µM; 0.04% of 200,000 active;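 active = activation above the mean across all tested compounds plus 3 SD, cutoff set per campaign, cut at about 5.5% in these data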;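 note: 100% = MG132 at 30 µM as the positive control and 0% = DMSO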
G6PDH counter: counter-screen for G6PDH assay hits: L. mesenteroides G6PDH inhibition. Purified L. mesenteroides G6PDH, diaphorase/resazurin coupled fluorescence, 45 min. 0.12% of 200,000 active. AID 1020. inhibition, % at 5 µM; in the data active = inhibition above about 50%
Diaphorase act: diaphorase activation or chemical reduction counter-screen; Diaphorase/resazurin coupled assay, resorufin fluorescence, 16 min; active compounds read high; 1 = vehicle wells, 0 = NADH-free wells; activation factor at 20 µM; 0.005% of 190,000 active;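 active = diaphorase activity raised at least twofold by the compound at 20 µM; inactive = activation factor below 2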
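Material: purified diaphorase enzyme from Clostridium kluyveri / Medium: HEPES pH 7.4 buffer with MgCl2 and Tween 20 / Schedule: enzyme reaction of 16 min at room temperature / Measured by: resorufin fluorescence, excitation 544 nm, emission 590 nm / Evaluation: rise in resorufin formation, marking diaphorase activation or chemical reduction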
STAT3 inh: inhibitors of IL-6 induced STAT3 signaling; inhibition, % at 5.5 µM; U3A cells, IL-6 STAT3-luciferase reporter, luminescence; host cell line lacks STAT1; 0.89% of 190,000 active;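 active = inhibition above the mean inhibition across all screened compounds plus 3 SD, cut at about 44% in these data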;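 note: 0% = DMSO only wells and 100% = 100 µM nifuroxazide control wells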
STAT1 activator: activators of IFN-gamma induced STAT1 signaling | NIH 3T3 STAT1-luciferase reporter, luminescence; 100% = IFN-gamma alone, no compound | activation (% of control), % at 5.5 µM | 2.6% of 200,000 active;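 active = activation above the screen-wide mean activation plus 3 SD, cut at about 130% in these data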;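 note: raw ratio to IFN-gamma control signal so 100% means no change and 0% no light; values of inactives mirror those of a sister screen read the other way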
An asterisk follows results filed as active; nt = not tested or not shown.

SMILES	TLR4-MyD88 BLA	APP 5UTR inh	STAT1 inh	Diaphorase inh	STAT3 activator	Hsp70 activator	G6PDH counter	Diaphorase act	STAT3 inh	STAT1 activator
COC(=O)c1c(NC(=O)CN2CCN(C(=O)c3ccco3)CC2)c2c(C)cccc2n1C	-13	-11	6	3	91	-0.6	8	1	13	94
COc1ccc(NC2=NC(=S)N(c3ccc(C)cc3)C23CCCCC3)cc1	-7	9	1	0	100	0.0	3	1	9	103
COC(=O)c1ccc(N2CCN(C)CC2)c(NC(=O)COc2ccc(OC)cc2)c1	0	-2	0	-12	94	-0.4	2	1.1	11	100
CCCCN(CC)CCNC(=O)CNC(=O)Cn1ccc2ccccc2c1=O	-4	-2	-7	-2	106	-0.2	6	1	-2	107
COc1cc2ncnc(NCc3ccc(Cl)cc3)c2cc1OC	3	-6	12	12	108	-0.1	14	0.9	-2	87
CCOC(=O)c1cc(C#N)c(N2CCCCC2)nc1-c1ccccc1	-11	nt	-6	nt	112	-0.1	nt	nt	-9	106
COc1ccccc1OCCn1c(C(C)O)nc2ccccc21 (configuration not stated)	-10	-1	-2	12	95	0.0	-3	0.9	8	102
CCn1cc(C(=O)OCC(=O)Nc2ccc(C(C)C)cc2)c(=O)c2ccc(C)nc21	-6	26	-6	2	97	-0.1	5	1	8	105
O=C(NS(=O)(=O)c1ccc(NC(=O)C2CCCO2)cc1)c1ccccc1 (configuration not stated)	-20	-1	2	13	105	0.0	3	0.9	-3	99
c1ccc(CNc2nc(NCc3ccco3)nc(N3CCOCC3)n2)cc1	-2	-25	8	5	106	-0.3	7	1	0	92
COc1ccc(-n2nc([N+](=O)[O-])c(=NCCc3cccc(C)c3)n2O)cc1	7	-7	-9	2	103	-0.2	-2	1	-1	107
CC1/C(=N/O)CC(c2ccccc2)NC1c1ccccc1 (configuration not stated)	1	-2	-6	6	95	-0.5	-1	0.9	11	106
O=C1c2ccccc2C(=O)N1CCc1nc(-c2cccnc2)no1	1	0	-7	7	91	0.1	8	0.9	13	107
CC1CC2=C(NC(=S)NC2c2cccc(F)c2)/C(=C/c2cccc(F)c2)C1 (configuration not stated)	4	-24	-10	20	109	-0.3	-2	0.8	-9	109
O=C(CSc1nnc(NC(=O)c2ccco2)s1)NCc1ccc2c(c1)OCO2	-15	4	-3	20	99	-0.1	4	0.8	8	101
O=C(Cn1cc(C(=O)C2CC2)c2ccccc21)NC1CCCC1	-11	-13	0	1	110	-0.2	4	1	-6	100
OCCC1CN(Cc2cccn2-c2ccccn2)CCN1C1CCCCC1 (configuration not stated)	-11	-21	-5	17	98	0.1	16	0.8	8	103
S=c1[nH]nc(-c2ccco2)n1/N=C/c1cccc(Cl)c1Cl	9	0	5	24	97	-0.1	7	0.8	7	95
COc1ccc(-c2ccc(SCC(=O)c3cccs3)nn2)cc1OC	2	5	-1	20	111	0.0	-1	0.8	-5	99
NNC(=O)/C(=C/c1cccs1)NC(=O)c1ccccc1Cl	15	20	-2	10	104	-0.3	2	0.9	-1	100
CC(=O)c1ccc(NC(=O)c2cc3nc4c(c(C(F)(F)F)n3n2)CCCC4)cc1	-2	-25	-8	2	88	0.1	-39	1	18	108
CN(CCCCCNC(=O)/C=N/O)Cc1ccccc1	0	-4	-3	6	104	0.5	-3	0.9	-1	103
Cc1ccc(NCc2nnc(SCC(=O)Nc3cccc(O)c3)n2CC2CCCO2)c(C)c1 (configuration not stated)	11	24	6	10	104	-0.4	8	0.9	2	96
COc1ccc(OC)c(-c2nnc(SCC(=O)N3CCOCC3)o2)c1	-12	-12	-9	10	100	0.0	4	0.9	2	109
CN(C)c1ccc(/C=N/NC(N)=S)cc1[N+](=O)[O-]	-10	-3	-9	14	89	0.1	3	0.9	20	109
SMILES	TLR4-MyD88 BLA	APP 5UTR inh	STAT1 inh	Diaphorase inh	STAT3 activator	Hsp70 activator	G6PDH counter	Diaphorase act	STAT3 inh	STAT1 activator
CCCn1c(SCC(=O)NC2CCCCC2)nnc1-c1ccncc1	6	0	-7	14	96	-0.1	0	0.9	12	107
COc1ccc(N2CCN(c3cc(=O)n(Cc4ccc(F)cc4)c(=O)[nH]3)CC2)cc1	7	6	-2	6	98	-0.2	-14	0.9	2	100
COc1ccc(S(=O)(=O)N2CCC(C(=O)N3CCc4ccccc4C3)CC2)cc1	0	nt	-1	-10	102	-0.3	7	1.1	3	101
COC(=O)c1ccn(C(=O)c2ccc(Cl)cc2)n1	0	-13	-1	8	101	0.2	2	0.9	2	101
COc1cccc(NC(=O)c2cc(CN3C(=O)c4ccccc4C3=O)ccc2OC)c1	0	-27	3	10	89	-0.4	-6	0.9	13	98
CC(C)N(Cc1cn(C)nc1-c1cccc(Cl)c1)Cc1nccn1C	5	-4	-5	11	105	-0.2	0	0.9	-1	103
CCOC(=O)N1CCC(N2Cc3cccc(C(=O)NCc4ccccc4OC)c3C2=O)CC1	-4	-12	11	13	98	-0.4	7	0.9	9	89
CCC(C)C(=O)Nc1cccc(SC)c1 (configuration not stated)	-3	-26	-19	9	113	-0.2	7	0.9	-3	116
O=C(C1=C[C@@H](c2ccccc2)C[C@@H](OCCCCO)O1)N1CCOCC1	-2	-22	4	-15	nt	0.0	13	1.2	nt	98
COCc1[nH][nH]c(=O)c1/C=N/N1CCOCC1	-13	-6	-6	14	111	-0.4	6	0.9	-5	104
CCOC(=O)c1[nH]c2ccccc2c1NC(=O)CCN1CC(C)OC(C)C1 (configuration not stated)	3	12	4	2	89	-0.5	14	1	16	96
COc1ccc(C(=O)Nc2cc3c(cc2OC)CCCC3)cc1Br	-7	1	8	17	92	-0.3	1	0.8	19	92
O=C(Nc1cccc(Cl)c1)c1ccc2c(=O)n3c(nc2c1)CCCCC3	2	-202	-68	18	79	-0.1	0	0.8	27	162*
CC(C(=O)Nc1ccc(OCc2ccccc2)cc1)N1CCCC1 (configuration not stated)	-12	-21	-10	2	98	-0.3	10	1	6	109
Cc1cccc(NC2=NC3(CCCCC3)N=C(N)N2)c1	-6	-8	8	nt	92	-0.1	nt	nt	12	92
CCOC(=O)c1cc2c(=O)n3ccccc3nc2n(C(C)C)c1=NC(=O)c1ccncc1	-3	-6	3	65*	109	-0.2	-9	0.3	-8	98
Cc1ccc(SCCC(=O)N2CCCC2)cc1	5	-23	-19	3	94	-0.8	4	1	10	118
CCCCOC(=O)Nc1nnc(Cc2ccc(Cl)cc2)s1	6	-5	-2	-9	103	-0.2	2	1.1	-2	102
CNC(=O)NC(=O)CSc1ccc(NC(C)=O)cc1	8	2	4	16	105	-0.2	4	0.8	0	97
Cc1cnc(C(=O)OCC(=O)N2c3ccccc3NC(=O)C2(C)C)cn1	-4	2	-3	16	103	0.3	4	0.8	2	103
NC(=O)C[C@H]1NC(=O)[C@H](CCC(=O)O)NC(=O)c2cc([N+](=O)[O-])cc(I)c2NCCC[C@@H](C(N)=O)NC1=O	-5	1	6	41	101	-0.1	6	0.6	-4	95
CCOC(=O)c1ccc(NC(=O)C(CC)(CC)C(=O)OCC)cc1	2	22	0	13	109	-0.2	0	0.9	-3	100
CCOc1ccc(NC(=S)Nc2ccc(OCC)cc2)cc1	-13	0	2	15	97	-0.1	5	0.9	8	97
CNC(=O)c1ccc(OCc2ccccc2)c(OC)c1	7	-16	-5	-4	90	0.1	-2	1	13	102
COc1ccc2nc(SCC(=O)Nc3ccc4c(c3)OCCO4)[nH]c2c1	-8	-30	11	15	90	-0.3	0	0.9	18	90

One compound at a time, as listed above. Order of screens: TLR4-MyD88 BLA	APP 5UTR inh	STAT1 inh	Diaphorase inh	STAT3 activator	Hsp70 activator	G6PDH counter	Diaphorase act	STAT3 inh	STAT1 activator
`Cc1cccc(NC2=NC3(CCCCC3)N=C(N)N2)c1` is entered as -6	-8	8	nt	92	-0.1	nt	nt	12	92
`O=C(C1=C[C@@H](c2ccccc2)C[C@@H](OCCCCO)O1)N1CCOCC1` is entered as -2	-22	4	-15	nt	0.0	13	1.2	nt	98
`CCCCOC(=O)Nc1nnc(Cc2ccc(Cl)cc2)s1` is entered as 6	-5	-2	-9	103	-0.2	2	1.1	-2	102

Continued:
SMILES	TLR4-MyD88 BLA	APP 5UTR inh	STAT1 inh	Diaphorase inh	STAT3 activator	Hsp70 activator	G6PDH counter	Diaphorase act	STAT3 inh	STAT1 activator
CN(CC(=O)NCc1ccncc1)S(=O)(=O)c1ccc(F)cc1	-9	-2	-1	6	97	-0.2	1	0.9	4	101
COc1ccc2nc(Nc3ccccc3OC)sc2c1	11	-202	-8	8	82	0.0	2	0.9	26	108
COc1ccc(C(=O)N2CCN(c3ccc(C)c(C)c3)CC2)cc1OC	18	-8	8	11	94	-0.2	-2	0.9	12	93
CN(C)C(=O)COc1ccc(Br)cc1	-5	-2	1	14	99	-0.1	9	0.9	6	99
CCOC(=O)N/N=C/c1ccc(N2CCOCC2)s1	-7	-14	-7	1	105	-0.4	-4	1	-3	106
COc1ccc(/C=C2\SC(=S)N(CCC(=O)NC3=NCCS3)C2=O)cc1OC	-2	10	2	12	100	-0.4	10	0.9	-1	99
O=C(CN(C(=O)Cn1nnc(-c2cccs2)n1)c1ccc2c(c1)OCCO2)NCC1CCCO1 (configuration not stated)	4	-5	-4	13	99	-0.3	-16	0.9	5	103
Cc1sc2nc(C3CC3)nc(NCCNS(=O)(=O)c3ccccc3)c2c1C	-12	17	-10	17	96	-0.5	13	0.8	6	110
COCC(=O)N(C)c1nnc(-c2ccc([N+](=O)[O-])cc2)s1	4	-9	-7	4	93	0.0	4	1	16	107
O=C(CNC(=O)C1CCCCC1)Nc1ccc(F)c(Cl)c1	-3	-11	2	15	104	-0.5	2	0.8	-4	96
COc1ccc(C(=O)N2CCN(c3nc4cc(C)ccc4cc3C#N)CC2)c(OC)c1	-5	-4	15	10	77	0.1	2	0.9	31	86
Cc1ccc(CNC(=O)c2ccc(N3CCc4ccccc43)c([N+](=O)[O-])c2)cc1	-12	16	6	0	96	-0.2	-1	1	4	95
Cc1ccc(/C=C/c2nnc(-c3cccc(C)c3)o2)cc1	-5	-19	-6	-1	99	-0.1	-39	1	6	106
CCCNNC(=O)C(O)(c1ccccc1)c1ccccc1	4	-7	1	8	102	-0.4	-6	0.9	-7	99
Cc1cc(=O)oc2cc(OCc3ccc(S(=O)(=O)N4CCOCC4)cc3)ccc12	-7	7	15	19	87	0.0	-41	0.8	18	86
CC(C)CN=C(NS(=O)(=O)c1ccccc1)C(Cl)(Cl)Cl	2	2	23	19	96	-0.3	2	0.8	6	80
O=C(CSc1nnc2ncccn12)N1CCCCCC1	6	-13	-3	10	97	0.0	-7	0.9	7	103
Cc1ccc(C(=O)CSc2nnc(COc3cccc(C)c3)o2)cc1	-6	-4	-3	30	97	-0.4	5	0.7	8	102
Cc1cccc(-n2c(-c3csc(C)c3C)n[nH]c2=S)c1	-5	1	-1	18	91	-0.4	-3	0.8	14	101
CN(C)c1ccc(CN2CCCCC2)cc1	-11	-3	12	12	103	-0.3	3	0.9	4	89
